EPAC2 antagonist – blocks human EPAC2 exchange factor; Q8WZA2; EPAC2 GEF exchange of Rap1B-BODIPY-GDP, fluorescence; Potency, µM (top dose mostly 114 µM), for inactives: at the top dose activity, negative = inhibition, actives largely listed as inhibitors; actives 0.18% (n = 360,000); note: % is set by controls: 0 for no effect and ±100 for the full control effect; nearly all actives have a fitted effect of over 45% in size; many of its hits are not listed in these tables
FUS suppressor – rescues growth of FUS-expressing yeast | S. cerevisiae FUS-expressing, growth rescue, OD600, 24 h | Potency, µM (series often up to 76.6 µM), without a hit: at the highest dose growth rescue (activation), most hits filed as activators | actives 0.24% (n = 390,000) | AID 1347120;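 note: plate controls were DMSO vehicle for no effect and reference control for full effect; nearly all actives have a fitted effect of over 55% in size; some results filed as inactive show a strong effect at the top dose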
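Restored growth of FUS-toxic S. cerevisiae, read as 600 nm absorbance after 24 h at 30C in galactose medium (starting OD 0.005). Controls CP55940 and DMSO.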
TDP-43 yeast inh – inhibitors of TDP-43 toxicity in yeast. TDP-43 expressing yeast growth rescue, BacTiter-Glo, 24 h. Potency, µM (top dose mostly 46.1 µM), for the others: top-dose growth rescue (activation), hits mostly activators. actives 1.8% (n = 410,000). AID 652104; note: % of control where 0% means no effect; nearly all actives have a fitted effect of over 50% in size
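Readout is BacTiter-Glo luminescence of cell growth, so inhibitors register as activators. TDP-43-expressing yeast at OD600=0.02 in galactose medium, after raffinose pregrowth to mid-log, were incubated with compound for 24 hr at 30 deg C.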
EPAC1 ag – agonists of human EPAC1; O95398; EPAC1 agonist qHTS, biochemical assay; response scale: 100% = response to 6.5 mM cAMP; Potency, µM (highest dose often 154 µM), for the others: at the highest dose activation, hits mostly activators; actives 0.073% (n = 360,000); AID 720707; note: nearly all actives have a fitted effect of over 60% in size
Target sequence (O95398 whole entry, looked up): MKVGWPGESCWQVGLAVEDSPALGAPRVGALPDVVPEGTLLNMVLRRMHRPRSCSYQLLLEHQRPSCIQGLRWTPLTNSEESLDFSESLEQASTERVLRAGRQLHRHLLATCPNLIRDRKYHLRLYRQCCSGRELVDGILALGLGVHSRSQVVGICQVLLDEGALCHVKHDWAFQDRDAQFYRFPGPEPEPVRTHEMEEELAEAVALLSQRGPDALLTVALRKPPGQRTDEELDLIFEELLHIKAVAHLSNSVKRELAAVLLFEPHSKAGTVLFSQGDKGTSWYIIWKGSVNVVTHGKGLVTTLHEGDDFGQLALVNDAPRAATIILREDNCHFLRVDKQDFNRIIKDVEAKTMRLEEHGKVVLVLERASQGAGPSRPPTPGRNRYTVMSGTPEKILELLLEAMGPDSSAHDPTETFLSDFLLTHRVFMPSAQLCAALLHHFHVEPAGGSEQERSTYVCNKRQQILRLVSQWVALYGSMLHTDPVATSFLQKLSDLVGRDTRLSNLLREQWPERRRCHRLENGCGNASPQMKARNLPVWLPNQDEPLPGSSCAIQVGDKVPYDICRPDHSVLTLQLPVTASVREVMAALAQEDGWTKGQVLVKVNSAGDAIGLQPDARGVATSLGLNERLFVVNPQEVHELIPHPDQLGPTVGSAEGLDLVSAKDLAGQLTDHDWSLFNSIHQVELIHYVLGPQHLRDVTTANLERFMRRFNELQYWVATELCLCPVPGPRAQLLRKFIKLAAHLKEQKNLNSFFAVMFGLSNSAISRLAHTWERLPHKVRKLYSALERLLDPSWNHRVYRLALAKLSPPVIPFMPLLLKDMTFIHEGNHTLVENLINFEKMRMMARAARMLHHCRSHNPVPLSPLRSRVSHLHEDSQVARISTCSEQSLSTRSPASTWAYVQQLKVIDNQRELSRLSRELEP
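Nucleotide exchange by EPAC1 (100 nM) on Rap1B–BODIPY-GDP (250 nM) in the presence of 50 uM GDP is tracked fluorescently at 480/540 nm over 30 min. Signals are normalized to a 6.5 mM cAMP control.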
PTHR1 ag – PTHR1 (human) receptor agonism | Q03431 | HEK293 GP2 PTHR1 cells, GloSensor cAMP luminescence, 1 h | actives 0.075% (n = 410,000) | Potency, µM (top dose mostly 115 µM), without a hit: at the highest dose activation, most hits filed as activators; note: nearly all actives have a fitted effect of over 55% in size; some results filed as inactive show a strong effect at the top dose; inactives centre near -15; many of its hits are not listed in these tables
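HEK-293-derived GP2 cells expressing PTHR1 and a GloSensor cAMP reporter, 3,000/well, plated overnight, given luciferin plus IBMX (each 0.5 mM as added) for 1 h at 37 °C, then compound for 1 h at 37 °C. Luminescence was read after 15 min at room temperature.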
aSyn yeast inh – inhibitors of alpha-synuclein toxicity in yeast; Yeast expressing alpha-synuclein, growth rescue, BacTiter-Glo, 24 h; Potency, µM (highest dose often 46.1 µM), for inactives: at the top dose growth rescue (activation), most hits filed as activators; actives 0.14% (n = 370,000); AID 652106; note: % of control where 0% means no effect; nearly all actives have a fitted effect of over 65% in size
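Readout is rescue of growth in alpha-synuclein-expressing yeast, so inhibitors of toxicity appear as activators. Growth after 24 hr at 30 deg C in galactose medium is quantified by luminescence.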
EPAC2 agonist – activates human EPAC2 exchange factor. AID 720711. actives 0.079% (n = 360,000). EPAC2 activation, biochemical qHTS; response scale: 100% = 6.5 mM cAMP response. Potency, µM (series often up to 154 µM), for inactives: at the highest dose activation, actives largely listed as activators; note: nearly all actives have a fitted effect of over 50% in size
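Compounds were titrated in qHTS against a Rap1B-BODIPY-GDP (250 nM) complex with EPAC2 (100 nM) and GDP (50 uM). BODIPY-GDP release tracked at 480/540 nm over 30 min at room temperature, normalized to 6.5 mM cAMP.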
EPAC1 antag – blocks human EPAC1 exchange factor; O95398; EPAC1 GEF assay, Rap1b-BODIPY-GDP exchange fluorescence; Potency, µM (highest dose often 115 µM), without a hit: at the highest dose activity change, negative = inhibition, actives largely listed as inhibitors; actives 0.14% (n = 360,000); AID 720709;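 note: plate controls were vehicle for no effect and positive control for full effect; nearly all actives have a fitted effect of over 50% in size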
* hit, by the source's call; i = inactive; ? = inconclusive; nt = no result given; [ ] = another dose, or the depositor's remark. Calls come from the whole dose curve; as a rule, active = well fitted curve in the direction sought with a large enough effect; inconclusive = small, poorly fitted or top-dose-only effect, or another doubt; inactive = no such curve, though single readings can be large; an effect the other way counts as inactive or inconclusive. Potency is the fitted concentration of half-maximal effect. A portion of the library (hit frequency here may not be typical).

mol	EPAC2 antagonist	FUS suppressor	TDP-43 yeast inh	EPAC1 ag	PTHR1 ag	aSyn yeast inh	EPAC2 agonist	EPAC1 antag
CSc1ccc(/C=N/n2c(Cc3ccc(Br)cc3)n[nH]c2=S)cc1	-7.6%	?	19.1%	11.4%	-18.2%	5.5%	12.9%	?
Cc1cccc(-n2nc3c(c2NC(=O)c2ccc(Br)o2)CSC3)c1	9.1%	40.6%	-5.1%	-2.2%	-5.3%[57.5 µM]	9.5%	2.2%	-5.1%
O=S(=O)(Nc1ccccc1)c1ccc(F)cc1	6.7%	29.2%	17.6%	2.4%	-14.8%	-4.8%	14.7%	-16.3%
CCn1c(SCC(=O)N(C)c2ccccc2)nc2c([nH]c3ccccc32)c1=O	15.3%	3.9%	-10.2%	-5.0%	-48.9%[inhibitor]	8.2%	-8.3%	5.4%
CC1(C(=O)NCc2ccccc2)CSCC(=O)N1Cc1cccs1 (configuration not stated)	-4.8%	-8.4%	18.6%	3.1%	-15.7%	0.0%	6.1%	-0.4%
COCCn1c(C)cc(C(=O)CSc2nc3nc(C)cc(C)n3n2)c1C	-0.6%	nt	1.4%	-0.8%	i	0.8%	9.0%	5.0%
COc1ccc(C(=O)O/N=C(/c2cccs2)C(C)(C)C)cc1	-14.9%	21.7%	21.9%	11.2%	-28.8%	7.6%	11.2%	-7.0%
CCOC(=O)Cn1c(=O)oc2cc(S(=O)(=O)N(C)c3cccc(C)c3)ccc21	-4.2%	26.0%	-20.9%	8.6%	i	1.0%	19.3%	-7.0%
COc1ccc(S(=O)(=O)Nc2ccc(C)cn2)cc1	-0.7%	7.4%	-16.8%	8.3%	2.8%	-2.9%	6.4%	-19.4%
CCC(=O)NC(=S)Nc1ccc(S(=O)(=O)N2CCN(C)CC2)cc1	-0.4%	nt	18.1%	-2.0%	i	1.4%	-4.8%	2.1%
Cc1ccccc1-n1cnnc1SCC(=O)Nc1cccnc1Cl	-1.4%	19.6%	24.1%	-1.3%	i	-6.1%	4.5%	-10.6%
CCN1CCN(CCNC(=O)c2ccc3nc(-c4cccc(C)c4)c(-c4cccc(C)c4)nc3c2)CC1	-5.8%	2.4%	2.7%	-12.1%	i	-7.0%	-0.1%	15.9%
COC(=O)CNC(=O)CN(c1ccc(OC)cc1OC)S(=O)(=O)c1ccccc1	-8.2%	-9.1%	17.2%	1.7%	-18.5%	2.5%	10.3%	-4.6%
O=C(COc1ccc(Cl)cc1)NNC(=O)C(=O)N1CCCCC1	-0.1%	13.6%	-13.5%	5.9%	-19.5%	-1.0%	5.9%	-0.1%
O=C(NC1CCCC1)c1cccc2c1C(=O)c1ccc(Cl)cc1S2(=O)=O	14.6%	-3.8%	20.6%	0.7%	i	-2.4%	9.4%	3.2%
NC(=O)CCC(NS(=O)(=O)c1ccc(Cl)cc1)C(=O)NCc1ccc(Cl)cc1 (configuration not stated)	-6.2%	12.3%	13.1%	0.3%	-53.4%[inhibitor]	-2.0%	-0.8%	-28.8%
c1ccc(-n2ncc3cccnc32)cc1	0.3%	7.6%	13.5%	-5.4%	-3.5%	-0.5%	8.8%	4.2%
S=c1[nH]nc(C2CCCCC2)n1/N=C/c1ccccn1	3.5%	-0.8%	6.3%	9.4%	-1.5%	-2.2%	7.2%	6.9%
CC(C)(C)CC(=O)Nc1cc2c3c(c1)CCC(=O)N3CCC2	-0.8%	26.8%	-2.8%	8.2%	i	-7.4%	-1.0%	6.1%
COc1cccc(NC(=O)Cc2ccc3ccccc3c2)c1	-26.3%	-2.6%	29.3%	20.2%	-24.7%	4.5%	24.1%	-27.7%
CCN(CC)S(=O)(=O)c1ccc2c(c1)N(CC(=O)NCCN1CCOCC1)C(=O)CO2	6.5%	-16.3%	5.8%	11.2%	i	-0.6%	8.6%	-5.5%
O=C(NNC(=O)c1ccc(Br)cc1)c1ccncc1	2.7%	20.1%	21.8%	2.2%	i	5.6%	-5.1%	3.0%
CN(Cc1ccccc1)C(=O)COC(=O)c1ccc(Cl)cc1N	-2.4%	11.7%	-5.7%	-2.5%	-38.4%[inhibitor]	5.4%	-0.2%	4.8%
CCC(=O)N(CC(=O)Nc1sc(C)c(C)c1C(N)=O)Cc1ccc(F)cc1	-13.3%	7.1%	-18.4%	6.0%	-0.5%	-4.7%	2.1%	-9.7%
CC(=O)n1cc(/C=N/NC(=O)c2ccccc2O)c2ccccc21	-3.6%	20.4%	21.4%	-4.1%	-4.6%	-8.7%	-0.5%	10.5%
Cc1c(N(C)C(=O)C23CC4CC(CC(C4)C2)C3)c(=O)n(-c2ccccc2)n1C	10.2%	-7.9%	-3.1%	-1.6%	-17.5%[57.5 µM]	-5.0%	0.2%	17.0%
Nc1ccn(C2CCCCO2)c(=O)n1 (configuration not stated)	2.1%	-21.2%	-11.1%	5.8%	i	3.2%	10.6%	-3.3%
CC1(C)O[C@@H]2[C@H](O1)[C@@H](COS(=O)(=O)O)O[C@H]2n1ccc(=O)[nH]c1=O	7.1%	-24.5%	21.9%	13.0%	i	1.3%	9.7%	2.5%
Cc1nc(-c2ccc(C(=O)Nc3cccc(F)c3)cc2)cs1	8.2%	16.0%	-10.6%	-3.0%	-10.1%	-9.5%	6.4%	2.4%
O=C(c1ccccc1)N1CCN(S(=O)(=O)N2CCCCCC2)CC1	2.1%	13.0%	-27.4%	-1.9%	-21.4%	1.1%	-1.2%	-0.4%
O=C(COC(=O)CNC(=O)C1CCCCC1)Nc1ccc(Br)cc1Br	0.4%	6.2%	29.5%	-10.7%	-5.0%	10.1%	-3.8%	-5.3%
O=C(c1ccccc1)C(Nc1cccc([N+](=O)[O-])c1)c1ccccc1 (configuration not stated)	-19.7%	-1.0%	-16.9%	5.5%	-16.1%	-1.2%	13.1%	-16.4%
CN(C)CCN1C(=O)C(=O)/C(=C(/O)c2ccc(OCc3ccccc3)cc2)C1c1ccncc1 (configuration not stated)	7.4%	-32.9%	10.7%	2.9%	i	17.9%	-84.1%[inhibitor][15.6 µM]	-9.7%
Cc1[nH]c2ccccc2c1C(=O)CN1C(=O)NC2(CC(C)CC(C)(C)C2)C1=O (configuration not stated)	-8.7%	?	1.0%	-9.3%	i	24.3%	9.6%	-24.9%
O=C(Cn1cnc2ccccc2c1=O)NCC(=O)N1CCN(c2ccccn2)CC1	-1.2%	-2.7%	-12.3%	11.9%	-16.6%[57.5 µM]	-5.0%	16.6%	6.7%
CCN(CC)S(=O)(=O)c1ccc(C(=O)OCC(=O)Nc2ccc(-c3nc4ccc(C)cc4s3)cc2)cc1	-2.8%	nt	7.8%	-2.2%	-74.3%[inhibitor]	6.4%	-7.0%	-12.5%
COc1ccc(CNCCNC(=O)c2ccco2)c(OC)c1OC	11.8%	4.0%	4.6%	-4.0%	i	-12.7%	-0.7%	-2.1%
CCn1c(SCC(=O)N/N=C/c2c[nH]c3ccccc23)nnc1-c1ccc(Cl)cc1	-6.0%	nt	12.2%	2.7%	-38.5%[inhibitor]	0.5%	1.3%	1.8%
CCOC(=O)c1c(C)c(C(=O)NCC2CCCO2)c(C)n1C (configuration not stated)	-1.8%	16.7%	-12.2%	0.9%	-0.4%[57.5 µM]	-3.7%	6.9%	7.3%
Cc1ccccc1CSc1nn2c(=O)c(C)nnc2s1	-9.7%	21.0%	-5.1%	7.6%	-10.2%	12.9%	14.3%	-8.3%
CCCn1c(=O)c2c(nc3n2CCCN3CCc2ccc(OC)c(OC)c2)n(C)c1=O	-8.3%	-2.3%	?	-8.1%	-37.9%[inhibitor]	-1.1%	2.1%	-10.8%
Cc1ccc(C(O)C(=O)c2ccco2)cc1 (configuration not stated)	12.0%	-22.0%	-3.6%	-13.4%	-8.0%	-4.2%	1.9%	14.9%
Cc1cccc(/C=N\NC(=O)c2csnn2)c1	2.0%	-55.4%	10.6%	4.6%	-19.6%	0.1%	11.1%	-7.4%
CC1(C)CC(=O)C(C(c2ccc(F)cc2)C2C(=O)CC(C)(C)CC2=O)C(=O)C1	16.1%	4.4%	-0.6%	-6.1%	i	-13.1%	3.9%	5.6%
COc1ccc(N2CC(C(=O)Nc3nnc(SCC(=O)N4CCOCC4)s3)CC2=O)cc1 (configuration not stated)	5.2%	?	-11.8%	11.2%	-10.0%	-4.2%	18.0%	17.3%
Cc1ccc2nc(C(C)(C)C)c(Cc3cccc(Cl)c3)n2c1	-28.2%	-10.1%	11.9%	5.8%	-20.5%	3.2%	19.0%	1.2%
COc1cccc(OCc2nnc(SCC(=O)NNC(=O)C3CCCCC3)n2C)c1	4.4%	3.9%	-1.5%	11.6%	i	0.7%	2.5%	15.5%
CN(c1ccccc1)S(=O)(=O)c1cccc(C(=O)OCC(=O)NCc2ccc3c(c2)OCO3)c1	-9.3%	nt	-9.0%	15.9%	-55.1%[inhibitor]	18.1%	9.7%	-12.1%
CCc1ccc(-c2ccc(SCc3ccccn3)nn2)cc1	1.2%	-6.0%	?	5.7%	-33.3%[inhibitor]	-9.3%	3.8%	-5.6%
C=CCNc1nc2ccccc2nc1NS(=O)(=O)c1ccc(OC)cc1	2.3%	23.8%	0.8%	0.1%	i	12.6%	7.6%	3.4%
Cc1ccc(C(=O)Nc2cccc(-c3nc4ncccc4o3)c2)cc1	1.9%	-9.3%	?	6.8%	-88.7%[inhibitor]	-2.7%	7.6%	-13.6%
CC(C)c1ccc(C(CC(=O)c2ccc(Cl)cc2)C(=O)O)cc1 (configuration not stated)	1.9%	23.1%	?	3.1%	-8.1%	17.6%	-3.3%	?
COCCNC(=O)CSc1ccccc1C(=O)NC1CCCc2ccccc21 (configuration not stated)	19.8%	-1.5%	10.3%	17.9%	-1.2%	0.8%	1.4%	3.5%
O=C(N/N=C1/SCC(=O)N1Cc1ccco1)c1ccccc1F	0.6%	3.9%	10.7%	1.2%	i	-4.5%	-3.4%	1.5%

Some of these compounds in order of their number in EPAC2 antagonist, highest first.
Compound	EPAC2 antagonist	PTHR1 ag	EPAC1 antag
COc1cccc(OCc2nnc(SCC(=O)NNC(=O)C3CCCCC3)n2C)c1	4.4%	i	15.5%
O=C(N/N=C1/SCC(=O)N1Cc1ccco1)c1ccccc1F	0.6%	i	1.5%
CN(c1ccccc1)S(=O)(=O)c1cccc(C(=O)OCC(=O)NCc2ccc3c(c2)OCO3)c1	-9.3%	-55.1%[inhibitor]	-12.1%

Screening data from PubChem BioAssay.
